# MT1-MMP txn act – activates MT1-MMP transcription | HT1080 MT1-MMP promoter luciferase reporter, luminescence, overnight; active compounds read high | activation factor at 10 µM | hit rate 0.16% among 86,000 | AID 750;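 active = activation factor of at least 2 for MT1-MMP transcription at 10 µM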
# sEH activator – activators of human soluble epoxide hydrolase. P34913. purified human sEH enzymatic activity, activator screen. activation, % at 2 µM. hit rate 0.04% among 91,000; in the data active = activation above about 37%; note: values of inactives mirror those of a sister screen read the other way
# Target sequence (P34913 whole entry, looked up): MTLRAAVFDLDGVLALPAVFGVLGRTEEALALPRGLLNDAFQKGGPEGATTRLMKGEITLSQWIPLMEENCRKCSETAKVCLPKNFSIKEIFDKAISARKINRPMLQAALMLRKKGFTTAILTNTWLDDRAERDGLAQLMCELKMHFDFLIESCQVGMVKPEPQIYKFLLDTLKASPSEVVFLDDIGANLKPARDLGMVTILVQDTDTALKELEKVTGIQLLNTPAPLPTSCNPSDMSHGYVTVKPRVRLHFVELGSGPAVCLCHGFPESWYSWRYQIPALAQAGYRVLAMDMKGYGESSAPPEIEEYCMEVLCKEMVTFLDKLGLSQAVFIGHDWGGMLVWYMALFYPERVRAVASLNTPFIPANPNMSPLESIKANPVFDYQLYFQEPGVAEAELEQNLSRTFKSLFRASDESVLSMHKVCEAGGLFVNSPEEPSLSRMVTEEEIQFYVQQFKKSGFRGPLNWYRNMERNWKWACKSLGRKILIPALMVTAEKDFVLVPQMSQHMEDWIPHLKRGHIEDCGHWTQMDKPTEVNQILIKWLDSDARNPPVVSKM
# CD11b adhes inh – CD11b/CD18-fibrinogen binding inhibition; P05107+P11215; K562 CD11b/CD18 adhesion to fibrinogen, ATPlite luminescence; Mn2+ added to activate the integrin; inhibition, % at 10 µM; hit rate 0.54% among 93,000;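 active = primary inhibition of 50% or more at 10 µM, then 40% or more on retest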; note: some results filed as inactive read as strong as hits
# ERb SRC1 inh – ER-beta (human) coactivator binding inhibition. Q92731. TR-FRET ER-beta LBD / SRC1-Cy5 peptide binding; receptor agonist-loaded with 1 µM estradiol. inhibition, % at 25.6 µM. hit rate 1.3% among 86,000;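 active = compounds whose percent inhibition of the receptor-coactivator binding signal exceeds about 50% in the single-dose screen, limit read from the data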;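 note: 0% = receptor plus peptide wells without compound and 100% = peptide-only wells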
# sEH inh – blocks human soluble epoxide hydrolase activity | inhibition, % at 2 µM | recombinant human sEH enzymatic activity assay | hit rate 0.34% among 91,000; in the data active = inhibition above about 80%; note: values of inactives mirror those of a sister screen read the other way; many of its hits are not listed in these tables
# ERa coact pot – ER-alpha (human) coactivator binding potentiation; P03372; TR-FRET ERalpha-LBD/SRC-Cy5 coactivator binding, 2 h; 100 = basal binding, no effect; coactivator binding (% of control), % at 25.6 µM; hit rate 1.3% among 86,000; in the data active = activity above about 200%;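 note: binding measured in presence of low estradiol as agonist stimulus; 0% = peptide alone without receptor and 100% = receptor with peptide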
# Smad3 FoxH1 inh – blocks human Smad3 binding to FoxH1 peptide. P84022. TR-FRET Smad3/Dy647-FoxH1 peptide binding, europium anti-His. inhibition, % at 25 µM. hit rate 0.29% among 88,000;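 active = compounds that reduce the energy-transfer binding signal between the protein and its labelled peptide by more than half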;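 note: 0% = Smad3 plus labelled peptide maximal FRET and 100% = peptide-only background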
# Target sequence (P84022 whole entry, looked up): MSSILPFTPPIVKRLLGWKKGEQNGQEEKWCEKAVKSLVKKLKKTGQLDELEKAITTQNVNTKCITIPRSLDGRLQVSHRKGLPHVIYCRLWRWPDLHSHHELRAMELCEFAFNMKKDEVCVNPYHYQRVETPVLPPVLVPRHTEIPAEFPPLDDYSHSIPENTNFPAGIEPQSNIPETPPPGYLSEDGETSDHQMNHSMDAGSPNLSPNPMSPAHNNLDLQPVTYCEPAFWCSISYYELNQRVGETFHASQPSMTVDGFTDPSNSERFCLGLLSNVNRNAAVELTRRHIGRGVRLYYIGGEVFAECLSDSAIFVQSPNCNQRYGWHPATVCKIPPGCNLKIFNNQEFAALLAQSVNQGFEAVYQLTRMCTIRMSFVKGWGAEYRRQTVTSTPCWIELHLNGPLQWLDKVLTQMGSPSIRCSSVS
# Calb biofilm kill – kills Candida albicans biofilms; C. albicans biofilm + clotrimazole, Alamar Blue; hit rate 0.14% among 85,000; inhibition, % at 6 µM; AID 834;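 active = inhibition above 20%; inactive = inhibition below 20%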;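 note: preformed 24 hr biofilms exposed to compound for 48 hr; 0% = biofilm without compound and 100% = blank killed by clotrimazole plus chlorhexidine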
# Mac1 fbg enh – increases human CD11b/CD18 adhesion to fibrinogen | K562 CD11b/CD18 adhesion to fibrinogen, ATPlite luminescence | P05107+P11215 | hit rate 0.07% among 93,000 | activation, % at 10 µM;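 active = 10 µM primary screen giving 50% or more activity, confirmed by 40% or more on retest at that dose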; note: strong numbers were not always called active; reference of the scale not given here
# An asterisk follows results filed as active; nt = not tested or not shown; [ ] = dose if it differs, or a comment. Not all compounds are listed; count on the stated rates, not on these rows.
SMILES,MT1-MMP txn act,sEH activator,CD11b adhes inh,ERb SRC1 inh,sEH inh,ERa coact pot,Smad3 FoxH1 inh,Calb biofilm kill,Mac1 fbg enh
CCOc1ccc(/C(O)=C2\C(=O)C(=O)N(CCOCCO)C2c2ccccc2OC)cc1 (stereo unspecified),1.1,4,-10,0,-4,95,18,5,5
COC(=O)CCC(=O)c1oc2ccccc2c1NC(=O)CCCN1C(=O)c2ccccc2C1=O,1.2,-8,nt,-12,7,123,8[fluorescence artefact?],7,nt
CC(C)c1ccc(NC(=O)COc2nnc(-c3cccs3)c(-c3cccs3)n2)cc1,nt,-26,-11,nt,27,nt,nt,nt,-2
COc1ccc(N2C(=O)c3cccc4cccc(c34)C2=O)nn1,1.1,3,-18,10,-1,92,-1,-4,2
O=C1CCCC/C1=C/Nc1ccc2c(c1)OCO2,1.8,11,-20,15,-11,89,-1,3,-6
O=C(Nc1nccs1)c1cnccn1,1.2,14,nt,24,-15,69,-9,3,nt
O=C(Nc1nnc(SCc2ccccc2)s1)c1cc2c(s1)CCCC2,1.1,-22,10,15[fluorescence artefact?],23,162,15[fluorescence artefact?],-4,2
O=S(=O)(c1ccc(N2CCOCC2)nc1)N1CCOCC1,1.1,9,-12,-6,-9,101[fluorescence artefact?],-5,8,-2
COc1ccc(NCc2nnc(SCC(=O)NCc3ccccc3)n2-c2ccccc2OC)cc1,1,3,nt,-8,-3,104,1,-1,nt
CCN(CC)Cc1c(CC(C)C)oc(C)c1C(=O)O,1.1,2,-6,-2[fluorescence artefact?],-1,113,8,6,-3
CC(/C=N/NC(=O)c1ccc(Br)cc1)=C\c1ccccc1,1.1,-16,7,2,18,151[fluorescence artefact?],5,4,9
CCCn1nnnc1SCC(=O)NCc1ccc(OC)cc1,1,nt,0,-22[fluorescence artefact?],nt,125,1,8,-1
C/C(=N\NC(=O)c1nn(C)cc1Br)c1cccc(NC(=O)C(C)(C)C)c1,nt,8,-7,nt,-5,nt,nt,nt,-5
Cc1cc(C(=O)O)c(C)n1-c1ccccc1,nt,-1,-14,nt,0,nt,nt,nt,-2
O=C(c1cnn(-c2ccccc2)c1-n1cccc1)N1CCN(C2CCCCC2)CC1,1.1,nt,nt,7,nt,119,3,11,nt
COc1ccccc1CC(=O)Nc1ccc(O)cc1C(=O)O,1,-2,1,0,5,123,6,nt,1
O=C(NC1CCCC1)c1cnn2c(C(F)(F)F)cc(-c3ccco3)nc12,0.9,14,nt,35,-14,50[fluorescence artefact?],2,7,nt
CCOc1cc(/C=N\O)cc(Cl)c1OCC,1.1,10,nt,-11,-10,108,5,4,nt
Cc1ccc(N2CC(C(=O)NCc3ccc4c(c3)OCO4)CC2=O)cc1C (stereo unspecified),1.1,4,2,-1[fluorescence artefact?],-2,92,2,9,2
CCOC(=O)c1ccc2c(c1)nc(SCC(=O)c1cc3ccccc3o1)n2CC,1.2,15,1,1,-19,138,-10,0,-6
Cc1ccc(C(=O)COC(=O)c2ccc3c(c2)C(=O)N(c2cccc4ncccc24)C3=O)cc1C,nt,6,-1,nt,-3,nt,nt,nt,-4
CCNC(=O)c1c(O)c2ccccc2[nH]c1=O,1.1,nt,-20,4,nt,136,6,3,-4
Oc1ccc(/C=N/Nc2nccnc2Cl)cc1,1.5,12,0,-2,-13,105[fluorescence artefact?],6,1,-2
Cc1nnc(NCCN2CCOCC2)[nH]c1=O,1,2,-11,2,0,107,-2,3,0
Cc1nonc1NC(=O)CSc1nnc(-c2ccoc2C)n1C,1.1,-11,9,-3,11,109,8,2,0
COCCn1cnc2c(c1=O)c1nc3ccccc3nc1n2/N=C/c1cccc(OC)c1OC,1.1,nt,nt,0[fluorescence artefact?],nt,93,-5,8,nt
COc1ccc(CCNC(=O)CCNS(=O)(=O)c2ccc3c(c2)CCN3C(C)=O)cc1OC,1.1,nt,-18,6[fluorescence artefact?],nt,114,10[fluorescence artefact?],10,-4
CCN1C(=O)/C(=C2\SC(=S)N(CC3CCCO3)C2=O)c2ccccc21 (stereo unspecified),1.1,-5,-27,-6,6,128,1,nt,-4
COc1cc(C(=S)N2CCCC2)cc(OC)c1O,1.2,10,-35,-10[fluorescence artefact?],-14,81,-8,4,1
CC(=O)Cc1nsc(NC(=O)c2csc3c2CCCC3)n1,1.4,8,10,1,-6,103,-5,6,0
CCOC(=O)N1CCN(C(=O)COc2ccc3c(c2)C(=O)CC2(CCN(C(C)=O)CC2)O3)CC1,1.2,nt,18,4,nt,99,-7[fluorescence artefact?],0,-3
COC(=O)c1ccc(Oc2nc(Nc3ccccc3)nc(N(C)C)n2)cc1,1.1,11,4,5,-5,97,-7,6,-2
N#CC[n+]1cc(-c2ccc(Cl)cc2)n2c1CCC2,1.1,1,-3,3[fluorescence artefact?],-3,97,0,1,-6
CCCc1cc(Nc2c(C)n(C)n(-c3ccccc3)c2=O)n2c(nc3ccccc32)c1C#N,1.4,10,nt,-4,-6,100,3,7,nt
CCOc1cc2[nH]c(=S)n(Cc3ccc(C(=O)NCCOC)cc3)c(=O)c2cc1OCC,1.1,-6,-1,14[fluorescence artefact?],6,163[fluorescence artefact?],-1[fluorescence artefact?],-2,24
Cc1n[nH]c(=O)nc1NC(C)c1ccccc1 (stereo unspecified),1.2,-4,8,0,6,94,-20,8,1
CCOC(=O)c1c(NC(=O)CC2Nc3cc(C)c(C)cc3NC2=O)sc(C)c1C (stereo unspecified),nt,7,-32,nt,-4,nt,nt,nt,3
CCOC(=O)c1cnn(CCOC(=O)C2CC2)c1NC(=O)C1CC1,nt,8,-6,nt,-7,nt,nt,nt,-3
Oc1ccccc1C=NC1=NN(c2cccc(C(F)(F)F)c2)CC1,1.1,-1,nt,-12,4,113,2,1,nt
CC(=O)N1CCc2cc(S(=O)(=O)NCCC3=CCCCC3)ccc21,1.1,0,nt,0,-2,109,-8,10,nt
O=C(NC1CCCC1)C1CCN(S(=O)(=O)N2CCCCC2)CC1,1.1,nt,5,-2[fluorescence artefact?],nt,114[fluorescence artefact?],-7,10,4
Cc1ccc(CNC(=O)Nc2ccccc2)cc1,1.3,-64,-10,2[fluorescence artefact?],66,109,10,3,2
CCn1cc(/C=N/O)c(C)n1,1.2,nt,0,-7,nt,109,5,6,-4
COC(CCN(C)C)(c1ccccc1)c1ccccc1,1.2,-3,-17,-10,3,112,-1[fluorescence artefact?],8,-2
COc1ccccc1CNC(=O)COC(=O)c1ccc(NC(N)=O)cc1,1.1,nt,1,29,nt,113,-2,5,-2
CCOC(=O)CN1C(=O)C(O)(CC(=O)c2cccc(OC)c2)c2ccccc21 (stereo unspecified),1.1,14,-5,-1,-16,125,2,7,1
CCCCn1nnnc1SCC(=O)Nc1ccc(F)cc1,1.1,3,-6,16,-4,120,-8,6,-2
O=c1c2ccccc2c2ccccc2c(=O)n1Cc1cccnc1,1,nt,-5,1[fluorescence artefact?],nt,118,-6,1,7
O=C(NC(c1ccccc1)c1ccccc1)c1ccc(S(=O)(=O)C(F)F)cc1,1.2,10,5,-1,-8,113,7,7,-4
[O-][n+]1onc2c1C(N1CCOCC1)CCC2N1CCOCC1 (stereo unspecified),1.1,-6,4,0,5,116,8,7,8
COc1cc(C(=O)N2CCN(C(=O)C3CC3)CC2)cc(OC)c1OC,1.2,-22,-9,-1,23,104,1,3,-2
COc1cc(NC(=O)c2cc(-c3cccc(O)c3)on2)cc(OC)c1OC,1.1,5,-6,5[fluorescence artefact?],-3,103[fluorescence artefact?],-5,9,2
Cc1nnc(NC(=O)CSc2nnc(Cc3cccn3C)n2CCc2ccccc2)s1,1.3,nt,24,-5,nt,121,6,9,-6
Cc1cccc(-c2noc(CCc3ccccc3)n2)c1,1.4,-12,12,-5,11,82,4,5,5
CC(C)NC(=O)CSCc1c(Cl)cccc1Cl,nt,6,-1,nt,-2,nt,nt,nt,2
CCOc1ccc(C2CC(=O)NC3=C2C(=O)CCC3)cc1Cl (stereo unspecified),1.1,7,nt,3[fluorescence artefact?],-9,114[fluorescence artefact?],-11,1,nt
COc1ccc(Nc2nc3ccccc3n3nnnc23)cc1,1,11,-1,12,-9,123[fluorescence artefact?],19[fluorescence artefact?],-1,-3
O=C(NCCO)c1ccc(-c2nnc(N3CCOCC3)c3ccccc23)cc1,1.2,-1,-3,2,0,106,-4,12,-1
COC(=O)/C(C#N)=C1/C=Cc2ccccc2N1C,1.3,17,nt,-4,-13,110[fluorescence artefact?],4,6,nt
O=C(Nc1ccc2c(c1)oc1ccc(S(=O)(=O)N3CCCC3)cc12)C1CC1,0.9,-10,-1,19[fluorescence artefact?],11,108[fluorescence artefact?],-6,-3,10

# Single records (already shown). Screens in order: MT1-MMP txn act | sEH activator | CD11b adhes inh | ERb SRC1 inh | sEH inh | ERa coact pot | Smad3 FoxH1 inh | Calb biofilm kill | Mac1 fbg enh
# COc1ccc(Nc2nc3ccccc3n3nnnc23)cc1 in the list: 1 | 11 | -1 | 12 | -9 | 123[fluorescence artefact?] | 19[fluorescence artefact?] | -1 | -3
# O=c1c2ccccc2c2ccccc2c(=O)n1Cc1cccnc1 in the list: 1 | nt | -5 | 1[fluorescence artefact?] | nt | 118 | -6 | 1 | 7

# The listing picks up, repeating the three entries before the break.
SMILES,MT1-MMP txn act,sEH activator,CD11b adhes inh,ERb SRC1 inh,sEH inh,ERa coact pot,Smad3 FoxH1 inh,Calb biofilm kill,Mac1 fbg enh
O=C(NCCO)c1ccc(-c2nnc(N3CCOCC3)c3ccccc23)cc1,1.2,-1,-3,2,0,106,-4,12,-1
COC(=O)/C(C#N)=C1/C=Cc2ccccc2N1C,1.3,17,nt,-4,-13,110[fluorescence artefact?],4,6,nt
O=C(Nc1ccc2c(c1)oc1ccc(S(=O)(=O)N3CCCC3)cc12)C1CC1,0.9,-10,-1,19[fluorescence artefact?],11,108[fluorescence artefact?],-6,-3,10
Cc1c(NC(=O)c2cc(=O)[nH]c(=O)[nH]2)c(=O)n(-c2ccccc2)n1C,1,4,-5,-12[fluorescence artefact?],-5,98,4,7,-3
O=C(NC1CCS(=O)(=O)C1)OC1CCCCC1 (stereo unspecified),1,7,nt,2,-4,100,6,8,nt
O=C(CSc1nnc2ccccn12)Nc1ncc(Cl)cc1Cl,1.4,14,5,-14,-14,92,3,8,-3
Cc1cc2cc(C)c3nnc(SCC(=O)NCc4ccco4)n3c2cc1C,1.1,-11,-8,16,12,81,1,-3,1
CC(=O)N1CCc2cc(S(=O)(=O)NC(Cc3ccccc3)C(=O)NC3CCCCCC3)ccc21 (stereo unspecified),1,-10,0,0,8,96,8,2,-1
CCCCCC/C(C)=C1/SC(=S)NC1=O,1.1,-9,nt,4,12,57[fluorescence artefact?],4,1,nt
CCCn1nnc(NC(=O)c2cccnc2Cl)n1,1.1,1,nt,-19,0,104,6,7,nt
CC(C)(C)c1ccc(OCCCC(=O)NC2=NCCS2)cc1,nt,-6,1,nt,7,nt,nt,nt,-2
COc1ccc(C)cc1NC(=O)CN1CCN(S(=O)(=O)c2ccc(F)cc2)CC1,1.3,-8,nt,-2,6,100,-6,4,nt
CCN(CC)C(=O)Oc1ccc(NC(C)=O)cc1,1.1,0,-7,-3,3,97,6,5,1
O=C(COc1ccccc1)NCC(=O)Nc1ccc(S(=O)(=O)NCc2ccco2)cc1,nt,17,-3,nt,-20,nt,nt,nt,-2
CCN1C(=O)CC(N2CCC(C(=O)N3CCOCC3)CC2)C1=O (stereo unspecified),1.2,6,-10,-11,-4,113,10,9,-1
CNC(=S)NN(c1ccccc1)c1ccccc1,1.2,0,nt,-10,2,112[fluorescence artefact?],0,7,nt
CCOc1ccc(C2SCC(=O)N2c2c(C)n(C)n(-c3ccccc3)c2=O)cc1 (stereo unspecified),1,1,-4,-8,0,127,1,10,-3
Cc1ccccc1CSc1nnc(NC(=O)C2COc3ccccc3O2)s1 (stereo unspecified),nt,-10,31,nt,13,nt,nt,nt,-4
COc1ccc(Nc2nc(C(C)(C)C)nc3c2nnn3Cc2ccccc2Cl)cc1OC,1,-2,nt,6,6,119,1,3,nt
